Screens: PubChem BioAssay, several laboratories
UBC9 SUMO inh – inhibitors of human SUMOylation (UBC9); P63279; HTRF SUMOylation assay, SAE1/SAE2 + UBC9, in vitro; inhibition, % at 35 µM; hit rate 0.36% among 290,000; in the data active = inhibition above about 50%, passing the limit was not always enough; also: strong numbers were not always called active
Target sequence (P63279 whole entry, looked up): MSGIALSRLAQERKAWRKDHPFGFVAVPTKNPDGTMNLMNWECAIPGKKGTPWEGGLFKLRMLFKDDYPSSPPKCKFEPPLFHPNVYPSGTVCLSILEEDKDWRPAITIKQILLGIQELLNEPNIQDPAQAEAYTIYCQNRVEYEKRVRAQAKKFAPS
MEKK2mut PB1 HTS – signal of MEK5 binding to mutant human MEKK2 PB1 domain; bead flow cytometry, Alexa488-MEK5 binding to MEKK2 mutant; percent response, % at 10 µM; hit rate 0.35% among 290,000; AID 1530; in the data active = percent response above about 24%, passing the limit was not always enough; also: inactives centre near 1; some results filed as inactive read as strong as hits
HCV NS3 hel inh – inhibitors of Hepatitis C virus NS3 helicase. NS3 helicase DNA unwinding, Cy5 molecular beacon fluorescence. inhibition, % at 10.9 µM. hit rate 0.56% among 290,000. AID 1800;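 active = inhibition above the mean of all tested compounds plus 3 SD, set per campaign, cut at about 35% in these data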;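 also: 0% = DMSO wells and 100% = thioflavine S control wells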
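System: HCV NS3 helicase fragment; control set: DMSO and thioflavine S; technique: Cy5 fluorescence at 0 and 60 min, beacon hairpin quenching; reagent: beacon DNA duplex substrate plus ATP; replicates: singlicate; schedule: 1 h reaction at 25 °C, ATP-initiated; medium: MOPS buffer pH 6.5 with MgCl2, DTT, Tween20, BSA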
VIM-2 inhibitor – blocks Pseudomonas aeruginosa VIM-2 metallo-beta-lactamase. purified VIM-2, nitrocefin hydrolysis, epi-absorbance fluorescence. inhibition, % at 5.6 µM. hit rate 0.89% among 290,000. AID 1527;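 active = inhibition above the mean of all tested compounds plus 3 SD, cutoff set per screening run, cut at about 7.5% in these data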;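 also: red hydrolysis product quenches plate fluorescence so inhibitors raise well fluorescence; 0% = enzyme with DMSO and 100% = DMSO without enzyme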
FID counter – fluorescent intercalator displacement, NS3 helicase counter-screen. DNA fluorescent intercalator displacement, fluorescence. inhibition, % at 7.9 µM. hit rate 0.17% among 290,000; in the data active = inhibition above about 37%;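 also: 0% = vehicle and 100% = reference compound; higher means more ethidium bromide displaced from hairpin DNA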
MEKK2wt PB1 HTS – raises or lowers MEK5 binding to wildtype human MEKK2 PB1 domain; Q9Y2U5; bead flow cytometry, Alexa488-MEK5 binding to MEKK2 WT; actives lie on both sides; binding response (% of control), % at 10 µM; hit rate 1.1% among 290,000; in the data active = binding response below about 67% or above about 130%
NALP1 inh – NALP1 inhibition | AID 2071 | hit rate 0.61% among 280,000 | inhibition, % at 10 µM | S. cerevisiae NALP1/ASC/caspase-1 growth, X-gal OD620, 72 h; in the data active = inhibition mostly above about 24%, no sharp cut-off; inactive = mostly below about 32%; also: some compounds called inactive have numbers as strong as hits
PfM18AAP inh – blocks P. falciparum M18 aspartyl aminopeptidase | recombinant PfM18AAP, H-Glu-NHMec fluorogenic cleavage | inhibition, % at 7.35 µM | hit rate 1.2% among 290,000 | AID 1822;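 active = inhibition above the campaign mean inhibition over all tested compounds plus 3 SD, cut at about 28% in these data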;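 also: 0% = plate median of test compound wells and 100% = 2 mM ZnCl2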
IMP-1 inhibitor – blocks Pseudomonas aeruginosa IMP-1 metallo-beta-lactamase | purified IMP-1, nitrocefin hydrolysis, epi-absorbance fluorescence | inhibition, % at 5.6 µM | hit rate 0.45% among 290,000 | AID 1556;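 active = inhibition above the mean plus 3 SD of all compounds in the same screening run, cut at about 4.5% in these data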;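 also: 0% = IMP-1 with DMSO and 100% = DMSO wells lacking enzyme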
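Material – recombinant IMP-1 enzyme, purified · Amount – IMP-1 0.2 nM before substrate addition · Medium – HEPES buffer pH 7.1 with ZnSO4 and Brij 35 · Timing – 25 °C, 15 min preincubation, 25 min reaction · Measured by – plate fluorescence quenching by hydrolysis product, ex 480/em 530 nm · Read-out – percent enzyme inhibition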
Starred values were filed as active, the others as inactive; . = no result given; [ ] = another dose, or the depositor's remark.

1: CCOc1ccc(C2C(C(=O)c3ccco3)=C(O)C(=O)N2CCCn2ccnc2)cc1 (stereo not drawn)
2: O=C(CSc1nnc2ccccn12)NNC(=O)c1ccc(Br)cc1
3: O=C(NCc1cccc(CNC(=O)C(=O)NCc2ccco2)c1)C(=O)NCc1ccco1
4: CC(=O)c1ccccc1NC(=O)CN1C(=O)CS/C1=C\c1nc(-c2ccc(C)cc2)cs1
5: COC(=O)CSC1=C(C#N)C(c2ccc3c(c2)OCO3)C2=C(CCCC2=O)N1 (stereo not drawn)
6: CC(=O)c1sc(NCCOc2ccc(C)cc2)nc1C

Compound	1	2	3	4	5	6
MEKK2mut PB1 HTS	0	4	-10	-2	5	0
UBC9 SUMO inh	14	6	30	5	9	9
IMP-1 inhibitor	-3.9	-0.5	-0.3	-2.4	-4.7	-2.4
FID counter	-8	0	-9	-3	-7	-17
PfM18AAP inh	3	0	2	-2	20	2
NALP1 inh	18	1	5	-17	9	-12
MEKK2wt PB1 HTS	97	97	82	100	106	100
VIM-2 inhibitor	-1.6	-3.1	1.3	-2.1	-3.0	-2.5
HCV NS3 hel inh	5	-6	-8	37*	2	1

4 structures out of the list, ordered by molar mass, low to high:
6: CC(=O)c1sc(NCCOc2ccc(C)cc2)nc1C
5: COC(=O)CSC1=C(C#N)C(c2ccc3c(c2)OCO3)C2=C(CCCC2=O)N1 (stereo not drawn)
2: O=C(CSc1nnc2ccccn12)NNC(=O)c1ccc(Br)cc1
4: CC(=O)c1ccccc1NC(=O)CN1C(=O)CS/C1=C\c1nc(-c2ccc(C)cc2)cs1

Compound	6	5	2	4
MEKK2mut PB1 HTS	0	5	4	-2
UBC9 SUMO inh	9	9	6	5
IMP-1 inhibitor	-2.4	-4.7	-0.5	-2.4
FID counter	-17	-7	0	-3
PfM18AAP inh	2	20	0	-2
NALP1 inh	-12	9	1	-17
MEKK2wt PB1 HTS	100	106	97	100
VIM-2 inhibitor	-2.5	-3.0	-3.1	-2.1
HCV NS3 hel inh	1	2	-6	37*

Further results follow.
7: CSCCOC(=O)C1=C(C)Nc2ccc(C)cc2S1
8: O=C(COC(=O)c1ccccc1Nc1ccc(SC(F)F)cc1)NCc1ccco1
9: Cc1ccc(S(=O)(=O)NCCSc2nnnn2C)cc1
10: COc1ccc(/C=N/NC(=O)c2ccccc2O)cc1CSc1ccccn1
11: O=C(CCSc1nnc(-c2ccncc2)o1)Nc1cccc(Cl)c1
12: FC(F)(F)c1cc(-c2ccc3c(c2)OCO3)nc(NCc2ccco2)n1

Compound	7	8	9	10	11	12
MEKK2mut PB1 HTS	1	4	3	-1	-8	0
UBC9 SUMO inh	-6	26	-3	30	9	9
IMP-1 inhibitor	-2.6	-1.2	-2.4	-5.0	-1.6	-0.8
FID counter	-7	-9	-6	-19	0	2
PfM18AAP inh	6	-3	-14	7	-1	37*
NALP1 inh	12	16	3	26	-1	10
MEKK2wt PB1 HTS	102	105	104	103	94	101
VIM-2 inhibitor	-3.7	-3.3	-3.1	-1.4	-1.6	-0.8
HCV NS3 hel inh	0	-3	5	-7	-9	12

13: CCN(CC(=O)NCc1ccc(F)cc1)C(=O)CN1CCN(c2cc(Cl)ccc2C)CC1
14: CC(=O)c1cccc(NC(=O)CCC2CCCC2)c1
15: CCCCn1nc2cc(C(=O)NCCCCc3ccccc3)ccc2c1OCC
16: CCC(=O)N1c2ccc(C)cc2C2=NNC(=S)NC21O (stereo not drawn)
17: Cc1oc(-c2cccc(Cl)c2)nc1CN1CCC(C(=O)NCc2cccnc2)CC1
18: COc1ccc(/C=N/OCC(=O)Nc2cc(C)on2)cc1OC

Compound	13	14	15	16	17	18
MEKK2mut PB1 HTS	12	-21	2	9	-1	-7
UBC9 SUMO inh	8	18	13	14	17	1
IMP-1 inhibitor	-1.5	-1.9	-2.1	-6.2	-5.6	0.7
FID counter	-4	-12	-17	-3	16	-8
PfM18AAP inh	-9	7	1	17	-10	-5
NALP1 inh	10	6	-9	-10	-1	21
MEKK2wt PB1 HTS	119	2.0*[inhibitor]	95	106	117	88
VIM-2 inhibitor	-4.0	-3.2	-2.4	-2.6	-1.9	2.2
HCV NS3 hel inh	-34	3	-7	7	-18	19

19: Cc1ccc(C2(c3ccc(C)cc3)CC2C(=O)Nc2ccc([N+](=O)[O-])cc2O)cc1 (stereo not drawn)
20: O=C(NCC(O)c1ccc([N+](=O)[O-])cc1)C(c1ccccc1)c1ccccc1 (stereo not drawn)
21: CCOC(=O)C(NC(=O)Nc1ccc(Cl)cn1)(Oc1ccc(F)cc1)C(F)(F)F (stereo not drawn)
22: CCc1nnc(NC(=O)CSc2nnc(-c3ccco3)o2)s1
23: COc1cc(C(=O)Oc2cc(N)n(S(=O)(=O)c3ccc(F)cc3)n2)cc(OC)c1OC
24: CC1(C)CC(=O)C(C=Nc2ccc(N)cc2)=C(O)C1

Compound	19	20	21	22	23	24
MEKK2mut PB1 HTS	-1	-1	3	3	4	1
UBC9 SUMO inh	8	-4	1	-2	6	-7
IMP-1 inhibitor	-2.3	-1.2	-2.7	-3.6	-2.2	-1.9
FID counter	9	-8	0	-4	-26	-4
PfM18AAP inh	-2	-6	-1	20	-118	12
NALP1 inh	3	17	32	14	7	11
MEKK2wt PB1 HTS	96	99	103	102	106	103
VIM-2 inhibitor	-2.3	1.2	-2.7	-3.4	-2.1	-3.5
HCV NS3 hel inh	36	-8	11	12	-3	-6

25: CCN(CC)Cc1c(O)ccc2c(=O)c(-c3ccc(Cl)cc3)coc12
26: N=C(N=C(N)N)N1CCc2ccccc21
27: CC(O)(CS(=O)(=O)Cc1ccccc1)c1ccccc1Cl (stereo not drawn)
28: CCc1cc(CNC(=O)CC2C(=O)NCCN2Cc2cccc(OC)c2)on1 (stereo not drawn)
29: O=S(=O)(c1ccc2oc3ccc(S(=O)(=O)N4CCCC4)cc3c2c1)N1CCCC1
30: CC(C)Oc1cccc(C(=O)NC2=NCCS2)c1

Compound	25	26	27	28	29	30
MEKK2mut PB1 HTS	7	-1	-6	7	.	-7
UBC9 SUMO inh	30	3	-23	8	.	21
IMP-1 inhibitor	-2.2	-3.2	3.1	-3.1	-2.9	-3.2
FID counter	11	0	-15	-4	0	-5
PfM18AAP inh	1	-5	15	-1	2	-2
NALP1 inh	10	4	10	-3	.	18
MEKK2wt PB1 HTS	100	97	96	110	.	101
VIM-2 inhibitor	-1.8	-5.7	1.4	-2.1	0.3	-1.9
HCV NS3 hel inh	6	7	29	-1	5	-9

31: Cc1ccccc1NC(=S)N1CCC(C(=O)c2ccc(F)cc2)CC1
32: COc1ccc(N(CC(=O)NC2CCCCC2)C(=O)CCCC(=O)Nc2ccccn2)c(OC)c1
33: O=S(=O)(c1ccc2c(c1)nc1n2CCC1)N1CCOCC1
34: Cc1ccc(NC(=O)c2ccccc2NC(=O)CCC(=O)O)cc1
35: CCn1c(=N)n(CC(=O)OC)c2ccccc21
36: CCCCC(C(=O)O)C(C)CC(=O)NNC(=O)c1ccco1 (stereo not drawn)

Compound	31	32	33	34	35	36
MEKK2mut PB1 HTS	-5	12	-2	-2	0	-13
UBC9 SUMO inh	5	22	17	0	14	-5
IMP-1 inhibitor	-1.1	-2.0	-1.6	-1.6	-2.9	-1.8
FID counter	2	-37	-4	-4	9	0
PfM18AAP inh	4	-6	5	-1	1	3
NALP1 inh	23	17	-3	19	-16	6
MEKK2wt PB1 HTS	96	107	98	97	100	85
VIM-2 inhibitor	0.6	-0.6	0.1	-3.9	0.8	-3.2
HCV NS3 hel inh	-1	0	1	-3	-7	-7

37: CCS(=O)(=O)N1CCC(C(=O)Oc2ccccc2Cl)CC1
38: O=[N+]([O-])c1ccc2c(c1)oc1ccccc12
39: c1ccc(COc2cccc(CNn3cnnc3)c2)cc1
40: Cc1cc(=O)oc2cc(OCC(=O)N3CC(C)OC(C)C3)ccc12 (stereo not drawn)
41: CCCCC(=O)NC(=S)NNC(=O)CC#N
42: CCc1ccccc1NC(=O)Nc1cccn(Cc2ccccc2F)c1=O

Compound	37	38	39	40	41	42
MEKK2mut PB1 HTS	9	4	3	-1	2	0
UBC9 SUMO inh	6	-4	2	29	-1	63
IMP-1 inhibitor	-3.1	-2.8	0.1	-4.4	-6.0	-2.6
FID counter	-11	0	-6	-6	-2	-22
PfM18AAP inh	-3	3	-1	-4	12	-9
NALP1 inh	16	2	7	4	7	-2
MEKK2wt PB1 HTS	110	108	105	95	102	97
VIM-2 inhibitor	-2.0	-6.1	-2.6	-0.2	-3.9	-1.0
HCV NS3 hel inh	8	10	-3	1	-2	10

43: COc1ccc(-c2cccc(NC(=O)COc3ccc(Cl)cc3)c2)nn1
44: CC1(C)Cc2c(c(N3CCCC3)nc3sc4c(N5CCNCC5)ncnc4c23)CO1
45: O=C(/C=C/c1cccc(Cl)c1)NCc1cccs1
46: Cc1ccc(-c2[nH]c(-c3ccccc3)nc2SCC(=O)NCC2CCCO2)cc1 (stereo not drawn)
47: Cc1ccc(Nc2cc(-n3nc(C)cc3C)ncn2)cc1
48: O=C(NNC(=O)c1cccs1)c1ccc([N+](=O)[O-])cc1

Compound	43	44	45	46	47	48
MEKK2mut PB1 HTS	-1	17	4	11	3	1
UBC9 SUMO inh	7	4	-10	8	-6	21
IMP-1 inhibitor	-1.0	-1.1	-1.0	-0.8	-5.7	-1.4
FID counter	-27	1	0	-21	-5	-8
PfM18AAP inh	1	1	6	-4	7	2
NALP1 inh	26	25	18	25	-1	18
MEKK2wt PB1 HTS	104	130	100	98	110	119
VIM-2 inhibitor	-1.4	0.9	2.0	0.2	-4.8	-2.1
HCV NS3 hel inh	-10	-33	-6	-1	-3	2

49: CN(C)CCNc1ncnc2sc(-c3ccccc3)cc12
50: Cc1ccc(NC(=O)CN2C(=O)c3ccccc3C2=O)nc1
51: CN1c2ccccc2-c2nc3ccccc3n2C1c1ccco1 (stereo not drawn)
52: CC(=O)O[C@H]1[C@H](C)OC=C[C@@H]1OC(C)=O

Compound	49	50	51	52
MEKK2mut PB1 HTS	12	.	4	9
UBC9 SUMO inh	4	-5	1	-2
IMP-1 inhibitor	-3.4	-1.3	-3.1	-2.2
FID counter	11	-7	-14	-3
PfM18AAP inh	-7	-3	10	-2
NALP1 inh	11	0	15	10
MEKK2wt PB1 HTS	128	.	107	151*
VIM-2 inhibitor	-0.4	-3.5	0.0	-1.6
HCV NS3 hel inh	-41	21	0	-5
